Screening results from PubChem BioAssay.
FLuc inh: Photinus pyralis luciferase inhibition; P08659; 76,000 compounds, 2.5% hits; purified P. pyralis luciferase, luminescence, biochemical; Potency, µM (top dose mostly 115 µM), for inactives: at the top dose activity change, negative = inhibition, most hits filed as inhibitors; note: potency is the fitted concentration of half-maximal effect; nearly all actives have a fitted effect of over 65% in size
Target sequence (P08659 whole entry, looked up): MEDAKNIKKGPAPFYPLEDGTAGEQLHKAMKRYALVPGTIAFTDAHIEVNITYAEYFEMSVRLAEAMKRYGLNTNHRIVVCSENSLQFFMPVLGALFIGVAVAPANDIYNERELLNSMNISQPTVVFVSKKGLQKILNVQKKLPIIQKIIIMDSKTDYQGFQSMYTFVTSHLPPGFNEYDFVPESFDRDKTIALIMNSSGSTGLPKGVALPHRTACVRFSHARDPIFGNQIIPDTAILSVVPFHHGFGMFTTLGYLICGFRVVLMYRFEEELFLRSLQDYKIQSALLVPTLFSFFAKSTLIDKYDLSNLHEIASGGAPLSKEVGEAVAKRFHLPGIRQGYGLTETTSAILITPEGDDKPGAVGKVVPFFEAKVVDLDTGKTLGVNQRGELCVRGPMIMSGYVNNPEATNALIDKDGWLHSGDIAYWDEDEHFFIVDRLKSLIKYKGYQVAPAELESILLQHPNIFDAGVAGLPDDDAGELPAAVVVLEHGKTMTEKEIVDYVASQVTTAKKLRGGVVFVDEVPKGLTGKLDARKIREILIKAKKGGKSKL
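Purified 10nM P. pyralis luciferase with 10uM D-luciferin and 10uM ATP in 50mM Tris acetate pH 7.5, 10mM Mg acetate, 0.01% Tween-20, 0.05% BSA. qHTS titration; luminescence read by CCD imager.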
NIH3T3 tox: cytotoxic compounds in NIH 3T3 cells; 94,000 compounds, 4.3% hits; AID 1345082; NIH 3T3 viability, CellTiter-Glo ATP luminescence, 48-72 h; Potency, µM (top dose mostly 96.7 µM), without a hit: top-dose activity change, negative = cytotoxicity, actives largely listed as inhibitors; note: potency is the fitted concentration of half-maximal effect; nearly all actives have a fitted effect of over 55% in size
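Cytotoxicity is measured as loss of cellular ATP: NIH 3T3 cells (400/well) are exposed to compound for 48 or 72 hr at 37 °C, then CellTiter-Glo luminescence is imaged after 10 min at room temperature.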
HEK cytotox: kills HEK 293 cells; HEK 293 viability, ATP luminescence (CellTiter-Glo), 48-72 h; Potency, µM (doses to about 115 µM), inactives show at the top dose activity change, negative = cytotoxicity, hits mostly inhibitors; 94,000 compounds, 6.6% hits; AID 1345083; note: potency is the fitted concentration of half-maximal effect; nearly all actives have a fitted effect of over 60% in size
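Read-out: CellTiter-Glo ATP luminescence. Cells: HEK 293, 250 cells/well. Exposure: 48 or 72 hr, 37 degree Celsius.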
IP6K1 inh: inhibitors of human IP6K1; Q92551; IP6K1 kinase, ADP-Glo luminescence, 2 h; active compounds read low; activity change, % (series mostly up to about 58 µM); 140,000 compounds, 0.81% hits; AID 1645851; in the data active = activity change below about -25%
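ADP-Glo luminescence measures ADP made by human IP6K1 during a 2 h RT reaction with ATP/IP6 (mix at 1.3 mM/130 uM); top library doses 57.5 and 19.1 uM final.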
HEK293 viab: cell viability loss counter-screen; HEK-293-SNCA-luc viability, GF-AFC fluorescence, 24 h; Potency, µM (series often up to 57.1 µM), inactives show top-dose activity change, negative = cytotoxicity, most hits filed as cytotoxic; 150,000 compounds, 0.12% hits; AID 1671193;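 note: potency is the fitted concentration of half-maximal effect; 0% = DMSO-treated cells and -100% = medium-only wells without cells; nearly all actives have a fitted effect of over 30% in size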
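HEK-293-SNCA-luc cells (1500/well) plated 24 h, then exposed 24 h to a dilution series; GF-AFC added 30 min at 37C, fluorescence 405/540 nm; normalised to medium-only and DMSO wells, Hill fit.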
SNCA expr inhib: inhibitors of alpha-synuclein (SNCA) gene expression | HEK-293 SNCA-luciferase knock-in, luminescence, 24 h | Potency, µM (titrated, usually from 57.2 µM), for inactives: at the highest dose activity change, negative = inhibition, actives largely listed as inhibitors | 140,000 compounds, 0.17% hits | AID 1671194;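 note: potency is the fitted concentration of half-maximal effect; plate controls were DMSO cells for no effect and cell-free wells for full effect; nearly all actives have a fitted effect of over 45% in size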
GPT2 inh: blocks human glutamate pyruvate transaminase 2. Potency, µM (doses to about 57.7 µM), for inactives: top-dose activity change, negative = inhibition, hits mostly inhibitors. Recombinant GPT2, coupled pyruvate oxidase/HRP Amplex Red fluorescence. AID 1671188. Q8TD30. 100,000 compounds, 0.25% hits; note: potency is the fitted concentration of half-maximal effect; nearly all actives have a fitted effect of over 60% in size; many of its hits are not listed in these tables
Target sequence (Q8TD30 whole entry, looked up): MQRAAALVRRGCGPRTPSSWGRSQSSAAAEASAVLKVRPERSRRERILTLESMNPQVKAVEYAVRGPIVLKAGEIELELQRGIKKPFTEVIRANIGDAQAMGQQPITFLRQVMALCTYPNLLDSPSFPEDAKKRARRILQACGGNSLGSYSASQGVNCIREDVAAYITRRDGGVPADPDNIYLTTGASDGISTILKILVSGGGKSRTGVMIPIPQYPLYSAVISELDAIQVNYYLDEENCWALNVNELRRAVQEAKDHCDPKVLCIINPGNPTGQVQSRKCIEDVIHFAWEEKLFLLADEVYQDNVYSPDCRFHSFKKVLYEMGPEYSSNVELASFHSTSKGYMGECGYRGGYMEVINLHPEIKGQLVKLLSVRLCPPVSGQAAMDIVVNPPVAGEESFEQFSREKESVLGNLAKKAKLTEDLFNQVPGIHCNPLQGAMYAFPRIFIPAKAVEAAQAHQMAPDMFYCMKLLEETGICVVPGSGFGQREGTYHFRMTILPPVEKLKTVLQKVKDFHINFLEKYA
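Inhibition is scored from Amplex Red fluorescence generated when pyruvate oxidase and HRP act on pyruvate released by GPT2. Reactions contain 10ng/uL enzyme, 250uM a-KG and 2mM L-alanine and run 30 min at room temperature.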
An asterisk follows results filed as active; i = inactive; ? = inconclusive; . = no result given; ! = repeats disagree; [ ] = another dose, or the depositor's remark. Unless noted, calls come from the whole dose curve; as a rule, active = well fitted curve in the direction sought with a large enough effect; inconclusive = small, poorly fitted or top-dose-only effect, or another doubt; inactive = no such curve, though single readings can be large; an effect the other way counts as inactive or inconclusive. Unless noted, % is set by controls: 0 for no effect and ±100 for the full control effect.

SMILES	FLuc inh	NIH3T3 tox	HEK cytotox	IP6K1 inh	HEK293 viab	SNCA expr inhib	GPT2 inh
CC(C)c1ccc(NC(=O)N2c3ccccc3Sc3ccccc32)cc1	.	.	.	-5	14%	-5%	.
N#Cc1ccc(CN2CCC3(CC2)COCCN3C(=O)c2ccccc2)cc1	-6%[172 µM]	?	?	-4	-2%[87.6 µM]	-11%[87.6 µM]	-11%[88.5 µM]
CCS(=O)(=O)N(C1CC1)C1CCOC2(CCN(C(=O)c3cccc(OC)c3)CC2)C1 (stereo not given)	-1%	-20%	?	14	-2%	-23%	i
CNC(=O)[C@@H]1CN(C(=O)c2ccc(OC)cc2C)C[C@H]1COC	7%	-5%	i	11	8%	4%	3%
CC(C)n1cc2cc(C(=O)NCc3ccc(N4CCOCC4)cc3)sc2c1	-19%	-23%	-14%	-1	7%	8%	?
O=C(Cn1ccn2nc(-c3ccccc3)c(CO)c2c1=O)NCCc1ccccc1	0%	-13%	-13%	10	0%	4%	i
CC(=O)N[C@@H](C(=O)O[C@H]1CCC(C)(C)[C@@H]2CCC3=C(COC3=O)[C@@]12C)C(C)C	.	.	.	23	1%	.	-19%[27.3 µM]
CCOc1cccc2sc(NC(=O)c3ccc(S(=O)(=O)N4CCCc5ccccc54)cc3)nc12	.	.	.	-2	0%	31%[activator]	.
O=c1cc(N2CCOCC2)oc2c(N3CCN(c4ccccn4)CC3)nccc12	-1%[172 µM]	?	?	-21	-1%[87.6 µM]	6%[87.6 µM]	i
S=C(NC1CCCCC1)N[C@H]1CO[C@H]2[C@@H]1OC[C@@H]2n1nnnc1Oc1cccc(N2CCOCC2)c1	10%	?	?	3	3%	-8%	5%
Cc1ccc(S(=O)(=O)N2CCC(c3ccncc3)CC2)c(C)c1	.	.	.	-10	-24%	-6%	.
CNC(=O)[C@@H]1CN(C(=O)c2ccc(OC)nc2OC)C[C@H]1c1n[nH]c(C)n1	5%	2%	i	1	1%	-11%	i
CCOC(=O)c1cccc(NC(=O)N2CC=C(c3c[nH]c4ccccc34)CC2)c1	.	.	.	5	2%	-23%	.
Cc1ccc(NC(=O)Cn2nc(-c3ccccc3)nc(Cc3ccccc3)c2=O)cc1	.	.	.	43	-4%	-10%	.
O=C(Nc1cccc(C(F)(F)F)c1)c1cc(-c2ccc(Cl)cc2)on1	.	.	.	7	4%	2%	.
COc1cc(CNC(=O)c2sc3ncccc3c2-n2cccc2)cc(OC)c1OC	.	.	.	12	-3%	-7%	.
CC(=O)Oc1cc(C(C)C)c(OCCN(C)C)cc1C	.	.	.	14	5%	21%	i
O=C1CC(c2nc(-c3ccccc3)no2)CN1c1ccccc1 (stereo not given)	.	.	.	3	11%	36%[activator]	.
CN(C)c1ccc(CN2CCn3c(nn(-c4ccc(F)cc4F)c3=O)C2)cc1	3%	-22%	-23%	-3	-2%	9%	0%
O=C1NC(C(=O)NC2CC2)Cn2cccc21 (stereo not given)	-1%	-2%	i	-2	-17%	-21%	i
Cn1ncc2c(C(=O)NCC3CCCCC3)cc(-c3ccccc3C(F)(F)F)nc21	.	?	-27%	-4	.	.	.
Cn1cc(-c2cnc(NC(=O)c3c[nH]c4ccccc34)c3c2CCO3)cn1	5%[172 µM]	?	-19%[172 µM]	8	-2%[87.6 µM]	61%[activator][87.6 µM]	-1%[88.5 µM]
COc1ccc2oc(-c3ccc(C)c(NC(=O)c4cccnc4)c3)nc2c1	.	.	.	-7	17%	106%[activator]	.
O=C(Cn1c(-c2cccs2)cc2ccccc21)NCCCN1CCN(c2cccc(Cl)c2)CC1	.	.	.	1	?	?	.
CN1CCN(c2ccc(-c3nc(-c4ccccc4)no3)cc2[N+](=O)[O-])CC1	.	.	.	1	-3%	?	.

A different layout for three compounds above.
Molecule | FLuc inh | NIH3T3 tox | HEK cytotox | IP6K1 inh | HEK293 viab | SNCA expr inhib | GPT2 inh
Cc1ccc(NC(=O)Cn2nc(-c3ccccc3)nc(Cc3ccccc3)c2=O)cc1 | . | . | . | 43 | -4% | -10% | .
CC(=O)Oc1cc(C(C)C)c(OCCN(C)C)cc1C | . | . | . | 14 | 5% | 21% | i
CC(C)n1cc2cc(C(=O)NCc3ccc(N4CCOCC4)cc3)sc2c1 | -19% | -23% | -14% | -1 | 7% | 8% | ?

Returning to the listing, repeating the 2 entries before the break.
SMILES	FLuc inh	NIH3T3 tox	HEK cytotox	IP6K1 inh	HEK293 viab	SNCA expr inhib	GPT2 inh
O=C(Cn1c(-c2cccs2)cc2ccccc21)NCCCN1CCN(c2cccc(Cl)c2)CC1	.	.	.	1	?	?	.
CN1CCN(c2ccc(-c3nc(-c4ccccc4)no3)cc2[N+](=O)[O-])CC1	.	.	.	1	-3%	?	.
CCCS(=O)(=O)N1C[C@@H](COC)[C@H](C(N)=O)C1	1%	-4%	-5%	4	-4%	-7%	-5%
O=C1NC2(CCCN(C(=O)c3ccc(F)cc3)C2)COc2ccccc21 (stereo not given)	17%[172 µM]	?	?	4	-11%[87.6 µM]	-29%[87.6 µM]	i
CCCCC(O)/C=C(C)/C=C/C=C/C(=O)N1CCCC1=O (stereo not given)	.	.	.	22	3%[23.9 µM]	44%[25.6 µM]	i
CCN(Cc1noc(C)n1)C(=O)COc1ccc(Cl)cc1Cl	-1%	-20%	-17%	-1	-6%	5%	-1%
O=C(c1nc2c(o1)CCN(Cc1ccc3c(c1)CCO3)CC2)N1CCOCC1	-3%[172 µM]	-28%[138 µM]	?	24	1%[87.6 µM]	7%[87.6 µM]	1%[88.5 µM]
Cc1ccc(CSc2nc3ccccc3c3nc(CCn4c(C)nc5ccccc54)nn23)cc1	.	.	.	27	-9%	-12%	.
COc1cc(CNC(C)Cn2nc(C)cc2C)ccc1OCCN1CCCC1 (stereo not given)	5%	-26%	-29%	12	?	5%	i
Cn1ccnc1CN1CC2(CCN(C(=O)C3CC3)CC2)CC1C(=O)O (stereo not given)	15%	-1%	1%	9	6%	1%	-1%
COc1ccc(-c2cc(C(F)(F)F)n3nc(C(=O)NCC45CC6CC(CC(C6)C4)C5)cc3n2)cc1OC	.	.	.	1	24%	0%	.
CCOC(=O)C1=C(C(F)(F)F)Nc2ncnn2C1c1cccc(OC)c1OC (stereo not given)	.	.	.	7	3%	-14%	.
COc1ccc(CC(=O)N2CCc3cc(OC)c(OC)cc3C2COc2ccc(F)cc2)cc1OC (stereo not given)	.	.	.	9	-6%	3%	.
Cc1[nH]c2c(F)cccc2c1CC(=O)NC1CC(c2cc(=O)[nH]c(N)n2)C1 (stereo not given)	1%	-13%	-13%	16	-1%	-6%	-25%
CC(C)(C)c1ccc(S(=O)(=O)NCc2ccc3c(c2)CCN3C(=O)c2ccccc2)cc1	.	.	.	1	-9%	?	.
COc1ccc(CNC(=O)C[C@@H]2CCNC[C@@H]2Cc2cc(-c3ccc(C(C)(C)C)cc3)on2)cc1	4%	25µM*	?	-3	?	?	-6%
CCCc1nc(C)c2c(=O)[nH]c(-c3cc(S(=O)(=O)N4CCN(CC)CC4)ccc3OCC)nn12	.	.	.	-13	27µM*!	?	?
C=CCc1cccc(C=NNC(=O)CN2CCN(Cc3ccccc3)CC2)c1O	.	.	.	.	-3%	?	0%
COc1ncc(-c2n[nH]c3c2CC(=O)N(CCOc2ccccc2)C3)cn1	-19%[172 µM]	?	-47%[172 µM]	9	-5%[87.6 µM]	0%[87.6 µM]	i
CCc1ccc(C(=O)N2CCC(c3n[nH]c(=O)n3Cc3ccc(OC)cc3)CC2)cc1	5%	-19%	-24%	-11	9%	0%	4%
CC(C)CNC(=O)c1cc(C2CC2)nc2onc(C3CCCN3)c12 (stereo not given)	.	-25%	1%	2	3%	-10%	i
COc1ccc(CCNC(=O)C2CC(=O)N(c3n[nH]c4cccc(F)c34)C2)cc1OC (stereo not given)	2%	i	-1%	6	6%	-10%	i
CCOC(=O)C1=C(C)NC(=O)NC1c1cn(-c2ccccc2)nc1-c1ccc(OC(C)C)cc1 (stereo not given)	.	.	.	-3	-29%	-18%	.
CCOC(=O)c1cccc(NC(=O)C(Cc2ccccc2)NS(=O)(=O)c2cccc3nsnc23)c1 (stereo not given)	.	.	.	36	?	-19%	.
CC(C)CCN(C)C1CCCc2ccccc21 (stereo not given)	1%[230 µM]	0%[174 µM]	i	4	-1%[87.6 µM]	-11%[87.6 µM]	i
CCn1ccc2sc(C)c(C(=O)NCc3ccc(F)cc3Cl)c2c1=O	0%	0%	-25%	14	-3%	?	i
Cc1ccc(NC(=O)NCc2cccn2Cc2ccccc2)c(C)c1	.	.	.	17	3%	29%	.
The listing continues:
SMILES	FLuc inh	NIH3T3 tox	HEK cytotox	IP6K1 inh	HEK293 viab	SNCA expr inhib	GPT2 inh
CC1CCC2(CC1)OCC(C(=O)N1CCOCC1)N2C(=O)c1ccccc1F (stereo not given)	-2%	-3%	2%	7	9%	6%	i
CCOC(=O)c1c(C)oc2ccc(N(C(=O)Oc3ccccc3)S(=O)(=O)c3ccccc3)cc12	.	.	.	8	-1%	-22%	.
COc1cccc(CN2CCC(Oc3ccc(C(=O)NC4CCCC4)cc3Cl)CC2)c1	-8%	?	?	6	-6%	-3%	?
Cc1ccc(CN2CCNC(=O)C2CC(=O)N(CC(C)C)CC(C)C)cc1 (stereo not given)	0%	?	?	-7	-3%	?	i
Cc1cccc(C(=O)N2CCOC(CCCc3ccccc3)C2)n1 (stereo not given)	-14%	-5%	?	-4	5%	24%	i
CCOC(=O)c1[nH]c2c(c1Cc1ccccc1)C(=O)CC(c1ccccc1)C2 (stereo not given)	.	.	.	6	-21%	1%	.
CC1CCN(C(=O)CC(c2ccc(Cl)cc2)c2cn(C)c3ccccc23)CC1 (stereo not given)	-9%	?	?	1	-7%	-23%	i
Cc1ccc(C(=O)N2CCn3c(nn(-c4ccncc4)c3=O)C2)cc1	6%	?	?	4	-4%	-21%	i
N#Cc1ccccc1CN1CCCCCCNC(=O)[C@@H]2C[C@@H](C(=O)N3CCc4ccccc4C3)C[C@@H]21	-14%	?	?	-5	?	?	-18%
CCOc1ccc(CCNC(=O)CCCn2nc(C)c3sc4ccccc4c3c2=O)cc1	.	.	.	8	-2%	-7%	.
COc1cc(Nc2nc(SCc3ccccc3Cl)nc3ccccc23)cc(OC)c1	.	.	.	-14	-3%	?	.
Cc1cc(Br)ccc1NC(=O)C1CCN(S(=O)(=O)c2cccc3nsnc23)CC1	.	.	.	5	-8%	-13%	.
Cc1cc(C(=O)N2C[C@@H](CO)[C@H](c3nc(C4CC4)no3)C2)ccn1	-7%	-28%	-22%	-1	-10%	3%	i
CCN(CC)Cc1ccc2c(c1)CN(C(=O)Nc1cccc(F)c1)CCO2	1%	-25%	?	-12	6%	25%	-1%
Cc1ccc(C)c(Cn2c(=O)n(Cc3ccco3)c(=O)c3oc4ccccc4c32)c1	.	.	.	7	8%	-3%	.

A portion of the library, so the mix of outcomes need not match the whole.
